Source: PubChem BioAssay
RGS7-Gao reg = regulators of human RGS7-Galphao interaction; 220,000 compounds, 0.35% hits; Multiplexed bead flow cytometry, RGS7-Galphao binding; actives lie on both sides; binding response (% of control), % at 10 µM; in the data active = binding response below about 49% or above about 150%; inconclusive = no clear call, values can overlap the other calls; inactive = in between;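 note: fluorescent Galphao held in activated GDP-AlF4 state binding bead-coupled RGS7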
Target sequence (P09471 whole entry, looked up): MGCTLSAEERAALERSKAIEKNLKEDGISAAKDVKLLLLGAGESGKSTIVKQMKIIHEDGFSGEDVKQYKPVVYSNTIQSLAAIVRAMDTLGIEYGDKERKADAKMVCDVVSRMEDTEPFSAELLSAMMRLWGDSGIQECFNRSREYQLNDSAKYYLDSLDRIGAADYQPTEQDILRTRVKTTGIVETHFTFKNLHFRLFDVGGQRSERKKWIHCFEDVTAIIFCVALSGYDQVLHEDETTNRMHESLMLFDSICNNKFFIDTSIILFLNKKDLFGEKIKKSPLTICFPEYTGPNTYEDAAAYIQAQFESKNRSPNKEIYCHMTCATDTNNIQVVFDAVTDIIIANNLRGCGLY
RGS4-Gao reg = human RGS4-Galphao interaction regulation. Multiplexed bead flow cytometry, RGS4-Galphao binding; actives lie on both sides. binding response (% of control), % at 10 µM. 220,000 compounds, 0.33% hits. AID 1415; in the data active = binding response below about 49% or above about 150%; inactive = in between;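 note: fluorescent Galphao activated with aluminum fluoride binding bead-coupled RGS4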
RGS8-Gao = modulates binding of RGS8 to human Galphao | response (percent of control binding), % at 10 µM | P09471 | multiplexed bead flow cytometry; actives lie on both sides | 220,000 compounds, 0.34% hits; in the data active = response below about 60% or above about 140%; inactive = in between;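 note: Galphao activated as the GDP aluminium fluoride complex binding bead-coupled RGS8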
Numbers without * were called inactive; ? = inconclusive; . = no result given.

SMILES	RGS7-Gao reg	RGS4-Gao reg	RGS8-Gao
Cc1cc(NC(=O)c2ccccc2)c(Cl)cc1N	?	86	89
O=C1NC(c2ccccc2Cl)=N/C1=C/c1ccco1	?	101	100
COc1ccc(CC2S/C(=N/N=C/c3ccccc3O)NC2=O)cc1 (stereo not drawn)	?	99	100
COC(=O)c1cc2c(N)c(C(=O)c3ccccc3)sc2nc1C(OC)OC	?	99	97
CC(=O)c1cnn(-c2ccc(Cl)c(Cl)c2Cl)c1C	?	103	102
CC(/C=C1\SC(=S)N(NS(=O)(=O)c2ccccc2)C1=O)=C\c1ccccc1	?	95	100
O=C(O)COc1ccccc1/C=N/NC(=O)CNC(=O)c1ccc(F)cc1	?	99	111
Cc1cccc(NNC(=O)C(=O)NNc2cccc(C)c2)c1	?	97	99
CCOC(=O)Cn1nc(C)c(NC(=O)COc2ccc(C)c(C)c2)c1C	?	94	100
Cc1ccc(Nc2nc(N)c([N+](=O)[O-])c(NCCO)n2)cc1C	?	100	102
CCSC(=S)c1c(C)[nH]n(-c2ccccc2)c1=O	?	93	99
COC(=O)CSc1ncnc2c(C)csc12	?	108	103
COc1ccc(C(=O)O/N=C(/c2cccs2)C(C)(C)C)cc1	?	94	95
CC(=O)N1CCN(Cc2nc3cc(NC(=O)c4cccc(Br)c4)ccc3n2C)CC1	?	104	97
CN(C(=O)CC1C(=O)NCCN1CC1CCCCC1)C1CCOCC1 (stereo not drawn)	?	90	96
CCN(CC)S(=O)(=O)c1ccc(OC)c(NC(=O)c2ccc(=O)[nH]c2)c1	?	94	97
O=C(CN=C1NS(=O)(=O)c2ccccc21)OCC(=O)c1ccccc1	?	92	94
O=C(O)c1ccc(NC2=C(Cl)C(=O)c3ccccc3C2=O)cc1	?	98	96
Cc1cc(Cl)ccc1NNC(=O)CCc1ccccc1	?	99	101
Fc1ccccc1Oc1nc(-c2ccncc2)nc2ccccc12	?	103	102
CC(=O)CCC(=O)OCC(=O)c1ccc(C(F)(F)F)cc1	?	94	99
CC1CCN(Cc2cc(=O)oc3cc4c(cc23)CCCC4)CC1	?	100	101
CC(=O)c1cnn(-c2c(Cl)cc(Cl)cc2Cl)c1C	?	100	101
Cc1cc(=O)[nH]c(SCC(=O)Nc2ccccc2[N+](=O)[O-])n1	?	101	102
CCOC(=O)/C(C#N)=C/C1=C(N2CCOCC2)CC(C)(C)OC1	?	98	100

Additional records:
SMILES	RGS7-Gao reg	RGS4-Gao reg	RGS8-Gao
CCCCCCCCCCCCN1C(=O)CSC1c1cccnc1 (stereo not drawn)	?	99	101
COc1ccc(C(=O)NCC(=O)OCC(=O)Nc2cccc(S(=O)(=O)N3CCCC3)c2)cc1	?	99	99
CC(C)C1Cc2nc(Cl)c(C#N)cc2CO1 (stereo not drawn)	?	98	102
CCOC(=O)C1CCN(c2c(NCCCN3CCCCC3)c(=O)c2=O)CC1	?	101	101
Cc1nnsc1C(=O)NNc1c(Cl)cccc1Cl	?	95	102
CCOC(=O)c1csc(NC(=O)c2cc3ccccc3o2)n1	?	102	99
Cc1c(OCC(=O)NC(Cc2c[nH]c3ccc(O)cc23)C(=O)O)ccc2c3c(c(=O)oc12)CCC3 (stereo not drawn)	?	99	99
Cc1cc(NC(=O)CSc2nnc(Nc3ccccc3C)s2)no1	?	86	97
Cc1nn(-c2ccccc2)nc1-c1nnc(-c2ccc(C(F)(F)F)cc2)o1	?	100	98
NC(=O)CC(NC(=O)c1ccc(Br)cc1)c1ccc(N2CCC(Br)CC2)c([N+](=O)[O-])c1 (stereo not drawn)	?	88	96
COc1ccc(C(=O)Nn2cnnc2)cc1OC	?	100	100
CC(C)(C)C(=O)NC(=O)Nc1ccccc1C(F)(F)F	?	97	98
COc1ccc(C(CC(=O)c2ccccc2)CC(=O)c2ccccc2)cc1	?	100	104
Cc1ccc(Cc2cc(C)n[nH]c2=O)cc1	?	95	97
COc1cccc(/C=N/n2nnnc2N)c1	?	106	102
Cc1nc2cccnc2nc1C	?	108	102
O=C(c1ccc([N+](=O)[O-])o1)N1CCc2ccccc2C1	?	103	103
Cc1ccc(C(=O)NCc2ccc3c(c2)CCO3)cc1C	?	108	104
COc1ccccc1C1CCN(Cc2cccc([N+](=O)[O-])c2)CC1	?	104	100
CC(C)(C)OC(=O)N1CCC[C@H]1c1nnc(SCC(=O)Nc2cccc(Cl)c2)o1	?	102	101
COc1ccc([C@@H]2C[C@@H](c3ccccc3)Oc3cc(C)cc(C)c32)cc1	?	96	98
CCOC(=O)CNC(=O)c1ccc(SCC)cc1	?	101	100
COc1cc(/C=C/C(=O)OCc2cn3cc(Cl)ccc3n2)ccc1O	?	98	98
Cc1nccc(-c2cccc(N/N=C(\C#N)C(=O)c3ccccc3)c2)n1	?	98	99
O=C(Nc1ccc(Oc2ncnc3cc(Cl)ccc23)nc1)c1cccs1	?	100	101

The results go on.
SMILES	RGS7-Gao reg	RGS4-Gao reg	RGS8-Gao
CC(C)(C)c1ccc(/C=N/N2CCN(c3ccccn3)CC2)cc1	?	112	104
CSc1c(-c2ccccn2)c(N)nn1C(=O)C1CCC1	?	106	103
Oc1c(C=Nc2ccc(Cl)cn2)sc2ccccc12	?	103	102
COCCn1cnc2c1c(=O)n(CC(=O)c1ccc3c(c1)OCCO3)c(=O)n2Cc1ccccc1	?	103	99
Cn1nc(C(F)(F)F)c(-c2ccccc2)c1NC(=O)CCC(=O)O	?	98	98
Cc1ccc(S(=O)(=O)N2CCN(C(=O)CSc3nncs3)CC2)cc1	?	107	101
COCCNCc1nc2sc(C)c(-c3ccccc3)c2c(=O)[nH]1	?	104	103
CCOC(CCc1c(C)nc(NC(C)=O)[nH]c1=O)OCC	?	102	98
CSCC[C@H](NC(=O)Nc1ccccc1C)C(=O)O	?	97	96
O=C(CSc1ncc(S(=O)(=O)c2ccccc2)c(=O)[nH]1)Nc1ccccc1Cl	?	106	102
CC(=O)CSc1cc(C)nc2c(-c3ccccc3)c(C)nn12	?	99	99
O=C(Nc1c(O)c2ccccc2[nH]c1=O)c1ccco1	?	106	101
Cc1cc(C)n(-c2ccc(S(=O)(=O)N3CCCC3)cc2[N+](=O)[O-])n1	?	92	101
C[n+]1cccc2ccc3c(c21)OC(N)=C(C#N)C3c1ccccc1 (stereo not drawn)	?	100	100
Cc1ccnc(-n2c(C)cc(/C=N/NC(=O)COc3cccc4cccnc34)c2C)c1	?	101	100
CCCCCOCC1CC(C/C(C)=N/NC(N)=O)(C(=O)OCC)C(=O)O1 (stereo not drawn)	?	104	105
Cc1cc(N/C=C(\C#N)S(=O)(=O)c2ccc(Cl)cc2)nc(C)n1	?	93	95
C/C(=N\NC(=O)C12CCC(C)(C(=O)O1)C2(C)C)c1ccccc1O (stereo not drawn)	?	92	94
Cc1ccc(NC(=O)CNCC2CCCCC2)cc1S(=O)(=O)N(C)C	?	104	99
CC(=O)Nc1ccc(Oc2nc(-c3ccccn3)nc3ccccc23)cc1	?	97	102
Cn1cc(/C=C/C(=O)N2CCCC(C(=O)c3cccc4ccccc34)C2)cn1 (stereo not drawn)	?	120	107
CCCN1C(=O)c2cc(C(=O)Nc3ccccc3OC)ccc2C1Nc1ccccc1OC (stereo not drawn)	?	109	105
O=C(Nc1ccc(S(=O)(=O)Nc2nccs2)cc1)C1=NN(c2ccccc2)C(=O)CC1	?	106	101
CC(C)=C1SC(N2CCN(c3ccc(C)c(Cl)c3)CC2)=NC1=O	?	104	103
O=C(N/N=C/c1cccc2nccnc12)c1ccncc1	?	98	99

17 compounds from above, arranged by SMILES length, ascending.
SMILES	RGS7-Gao reg	RGS4-Gao reg	RGS8-Gao
Oc1c(C=Nc2ccc(Cl)cn2)sc2ccccc12	?	103	102
O=C(N/N=C/c1cccc2nccnc12)c1ccncc1	?	98	99
CSc1c(-c2ccccn2)c(N)nn1C(=O)C1CCC1	?	106	103
O=C(Nc1c(O)c2ccccc2[nH]c1=O)c1ccco1	?	106	101
CCOC(CCc1c(C)nc(NC(C)=O)[nH]c1=O)OCC	?	102	98
CC(=O)CSc1cc(C)nc2c(-c3ccccc3)c(C)nn12	?	99	99
COCCNCc1nc2sc(C)c(-c3ccccc3)c2c(=O)[nH]1	?	104	103
CC(C)(C)c1ccc(/C=N/N2CCN(c3ccccn3)CC2)cc1	?	112	104
Cc1ccc(NC(=O)CNCC2CCCCC2)cc1S(=O)(=O)N(C)C	?	104	99
C[n+]1cccc2ccc3c(c21)OC(N)=C(C#N)C3c1ccccc1 (stereo not drawn)	?	100	100
Cc1ccc(S(=O)(=O)N2CCN(C(=O)CSc3nncs3)CC2)cc1	?	107	101
Cc1cc(N/C=C(\C#N)S(=O)(=O)c2ccc(Cl)cc2)nc(C)n1	?	93	95
C/C(=N\NC(=O)C12CCC(C)(C(=O)O1)C2(C)C)c1ccccc1O (stereo not drawn)	?	92	94
CCCN1C(=O)c2cc(C(=O)Nc3ccccc3OC)ccc2C1Nc1ccccc1OC (stereo not drawn)	?	109	105
Cc1ccnc(-n2c(C)cc(/C=N/NC(=O)COc3cccc4cccnc34)c2C)c1	?	101	100
O=C(Nc1ccc(S(=O)(=O)Nc2nccs2)cc1)C1=NN(c2ccccc2)C(=O)CC1	?	106	101
COCCn1cnc2c1c(=O)n(CC(=O)c1ccc3c(c1)OCCO3)c(=O)n2Cc1ccccc1	?	103	99

More compounds follow.
SMILES	RGS7-Gao reg	RGS4-Gao reg	RGS8-Gao
Cc1cc(/C=C2\SC(=S)NC2=O)c(C)n1-c1cccc(O)c1	.	96	98
CSc1ccc(N=Nc2c(C)[nH]n(C)c2=O)cc1	?	98	97
S=C(Nc1ccc(Cl)cc1)NC1CCCCC1	?	101	98
O=C(CCC(=O)N1CCN(c2ccccc2)CC1)Nc1nnc(C2CCCCC2)s1	?	97	100
Cc1c(Cl)cccc1NC(=O)COC(=O)CN1C(=O)NC(C)(C)C1=O	?	102	100
CCCc1cc(=O)[nH]c(SCc2ccc(F)cc2)n1	?	99	101
CC(C)c1cc(C(=O)O)c2cnn(C(C)C)c2n1	?	104	100
O=C(Nc1ccc(-c2csc(Nc3cccc(C(F)(F)F)c3)n2)cc1)c1cc([N+](=O)[O-])cc(C(F)(F)F)c1	?	102	99
C=CCNC(=O)CSc1nnc(C(CC)N(C)C)n1C1CCCCC1 (stereo not drawn)	?	100	99
COc1ccc(/C=C\C(=O)NCC(=O)N/N=C/c2ccc(O)cc2O)cc1	?	92	92
c1ccc(C2[C@H]3CN(Cc4cccnc4)[C@H](c4ccccc4)C34CC2(c2cccnc2)C4)cc1 (stereo partly drawn)	?	96	98
O=C1/C(=C/c2ccccc2)SC(=S)N1C1CCS(=O)(=O)C1 (stereo not drawn)	?	102	103
FC(F)(F)c1ccc(Cl)c(-n2c(-c3cc(-c4ccco4)[nH]n3)n[nH]c2=S)c1	?	101	100
C[C@H](NC(N)=O)C(=O)Nc1ccc2c(c1)OCO2	?	89	93
COc1ccc(-c2cn3ccccc3n2)cc1	?	105	102
Cc1ccc(S(=O)(=O)N2CCOCC2)cc1NC(=O)CSc1nc(N)cc(=O)[nH]1	?	92	100
Cc1nc2ccc(NC(=O)c3ccc(Cl)nc3)cc2s1	?	100	98
CC(C)(C)OC(=O)NCCCC[C@H](NC(=O)c1[nH]cnc1C(=O)Nc1ccc(CNC(=O)OC(C)(C)C)cc1)C(=O)OC(C)(C)C	?	99	101
O=C1CSC(c2ccccc2F)N1 (stereo not drawn)	?	104	105
O=C(N/N=C/c1ccc(-c2ccc(Cl)c(C(=O)O)c2)o1)c1cc2c(ccc3ccccc32)o1	?	96	98
O=C(O)CCC(=O)Nc1ccc(Br)cc1C(=O)c1ccccc1	?	96	98
O=C(COC(=O)/C=C/c1ccc([N+](=O)[O-])cc1)NCc1ccco1	?	102	100
CCOC(=O)CCSc1n[nH]c(=S)s1	?	102	101
O=C(Nc1ccccc1)N1CCCN(c2ccc(C(F)(F)F)cc2[N+](=O)[O-])CC1	?	23*	41*
Oc1ccc(/C=N/N2CCN(C3c4ccccc4-c4ccccc43)CC2)cc1	?	103	102

Reprinted at random: 3 records from the list.
SMILES	RGS7-Gao reg	RGS4-Gao reg	RGS8-Gao
O=C(COC(=O)/C=C/c1ccc([N+](=O)[O-])cc1)NCc1ccco1	?	102	100
O=C1CSC(c2ccccc2F)N1 (stereo not drawn)	?	104	105
COc1ccc(-c2cn3ccccc3n2)cc1	?	105	102

Following part
SMILES	RGS7-Gao reg	RGS4-Gao reg	RGS8-Gao
CCOc1ccc(NC(=O)c2ccc(CNc3c(N4CCCC4)c(=O)c3=O)cc2)cc1	?	97	98
O=C(CN1CCOCC1)Nc1scc2c1c(=O)oc1ccccc12	?	101	101
O=c1c(C(c2ccc(F)cc2)c2c(O)nc3n(c2=O)CCCS3)c(O)nc2n1CCCS2	?	101	99
CN1C(=O)CC(c2cn(Cc3ccccc3)c3ccccc23)C1=O (stereo not drawn)	?	100	99
CCS(=O)(=O)c1ccc(O)c(NC(=O)CCCC(=O)O)c1	?	95	98
CCN(C(=O)c1cc2c(=O)[nH]c3ccc(C)cc3c2s1)c1ccc(OC)cc1	?	102	102
Cc1cc(C(=O)NC2Cc3ccccc3C2)c(C)o1	?	90	102
Cc1noc(C(=O)NC2CCCCC2)c1Cl	?	99	99
COC(=O)CCNCCSc1nnc(-c2ccco2)n1Cc1ccccc1	?	96	100
CCOc1ccccc1-n1nnnc1SCC(=O)O	?	96	97
CCCn1c2c(c(=N)c3c1CCC3)CCC2	?	105	104
O=C(NCc1ccc(Cl)cc1)C1CCC(CNc2c(N3CCOCC3)c(=O)c2=O)CC1 (stereo not drawn)	?	101	101
NC1=NC[C@H](Cc2ccccc2)N1CCc1cc(C(F)(F)F)cc(C(F)(F)F)c1	?	107	105

A portion of the library (hit frequency here may not be typical).
